Compound activity: PubChem, several laboratories
GSK3A inh – blocks human GSK-3 alpha kinase. inhibition, % at 10 µM. P49840. AID 2650. 0.1% of 320,000 active. ADP-Glo luminescence, 60 min;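 in the data active = inhibition above about 50%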;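 also: GST-tagged GSK-3 alpha with peptide substrate and 25 µM ATP; 0% = DMSO neutral wells and 100% = GW8510 positive control wells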
Target sequence (P49840 whole entry, looked up): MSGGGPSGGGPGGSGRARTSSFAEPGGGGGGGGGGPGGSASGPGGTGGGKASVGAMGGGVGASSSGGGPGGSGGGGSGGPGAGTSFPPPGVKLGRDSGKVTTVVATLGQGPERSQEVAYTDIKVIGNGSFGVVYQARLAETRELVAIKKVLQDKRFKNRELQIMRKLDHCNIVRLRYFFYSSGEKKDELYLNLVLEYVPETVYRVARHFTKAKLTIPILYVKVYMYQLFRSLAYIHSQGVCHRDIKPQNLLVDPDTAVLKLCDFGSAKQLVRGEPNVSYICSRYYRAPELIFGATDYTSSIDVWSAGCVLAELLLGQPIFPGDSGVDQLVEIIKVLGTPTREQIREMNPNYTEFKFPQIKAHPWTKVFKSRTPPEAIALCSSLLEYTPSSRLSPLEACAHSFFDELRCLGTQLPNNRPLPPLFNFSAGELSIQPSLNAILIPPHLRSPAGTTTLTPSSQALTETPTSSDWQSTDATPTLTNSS
HDAC3 inh – blocks human histone deacetylase 3. O15379. recombinant HDAC3, fluorogenic peptide/trypsin coupled, fluorescence. inhibition, % at 8.3 µM. 0.15% of 320,000 active. AID 2718; in the data active = inhibition above about 26%, passing the limit was not always enough; inconclusive = no clear call, values can overlap the other calls
PolyA inhibitor – yeast polyadenylation inhibition | S. cerevisiae SKY197-pL101 polyadenylation reporter, beta-gal luminescence; efflux-impaired pdr1/pdr3 knockout yeast; score 100 = 6 SD above DMSO | calls only at 12 µM | 0.02% of 300,000 active | AID 1875;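 active = lowest replicate activity score at least 50, where 100 means six control SD above control mean; inconclusive = lowest score under 50 but half or more replicates reach 50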;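 also: yeast exposed to compound for 9 h at 30 °C; higher score means more reporter readthrough which indicates perturbed polyadenylation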
hERG rescue – hERG (human) protection from proarrhythmic block; Q12809; CHO-hERG, FluxOR thallium flux, dofetilide IC70 present; activation (rescue from dofetilide block), less the hit threshold, % at 10 µM; 0.51% of 310,000 active;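 active = activation above the mean of controls blocked by dofetilide plus 5 SD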;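 also: thallium influx through hERG after potassium depolarization seen as dye fluorescence rise; in these data hits start at about 4.7%; inactives centre near -7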
RGS4 act – potentiators or activators of RGS4; AID 463111; 0.92% of 310,000 active; HEK293 M3R/inducible RGS4, carbachol calcium flux Fluo4; stronger effect = lower value; B-score at 10 µM;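 active = B-score of the integrated calcium signal more than 4 SD below the library mean, with starting fluorescence not abnormally high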;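 also: negative B-score means reduced calcium response which marks RGS4 activation or potentiation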
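Material: Inducible-RGS4 HEK293 cells carrying M3 receptor; also added: carbachol at ECmax as muscarinic agonist stimulus; incubation: compound preincubation 20 min at room temperature before agonist; signal: Fluo4-AM (2 µM) calcium-flux fluorescence, kinetic read; measure: integrated calcium ratio converted to B score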
KCNK9 block – human KCNK9 channel inhibition | HEK293 KCNK9, FluxOR thallium flux fluorescence; stronger effect = lower value | B-score at 10 µM | 1.2% of 310,000 active | Q9NPC2 | AID 488922;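 active = ratio B-score over 3 SD below the library mean, with starting fluorescence within 5 SD of its mean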;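 also: negative B-score means less thallium flux so channel inhibition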
KCNK3 inh – human KCNK3 channel inhibition, primary screen | CHO-KCNK3 thallium flux, FluxOR fluorescence; stronger effect = lower value | B-score at 10 µM | O14649 | AID 602410 | 0.84% of 340,000 active;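 active = B-score under library mean minus 4 SD, starting fluorescence ratio at most library mean plus 5 SD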;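 also: more negative B-score means stronger inhibition of thallium flux through KCNK3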
Target sequence (O14649 whole entry, looked up): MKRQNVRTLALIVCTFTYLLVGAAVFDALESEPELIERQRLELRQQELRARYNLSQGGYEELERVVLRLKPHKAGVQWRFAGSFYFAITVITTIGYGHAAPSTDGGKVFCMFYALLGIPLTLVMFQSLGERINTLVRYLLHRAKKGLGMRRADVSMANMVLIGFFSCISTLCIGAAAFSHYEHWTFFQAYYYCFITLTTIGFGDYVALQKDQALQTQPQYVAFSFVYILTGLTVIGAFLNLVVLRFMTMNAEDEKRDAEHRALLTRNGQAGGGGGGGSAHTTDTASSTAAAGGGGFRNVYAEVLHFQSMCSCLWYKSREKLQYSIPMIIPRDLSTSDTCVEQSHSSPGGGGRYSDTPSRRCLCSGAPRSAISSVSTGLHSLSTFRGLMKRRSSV
KCNQ1 pot – human KCNQ1 channel potentiation or activation; P51787; CHO-K1 KCNQ1, thallium flux FluxOR fluorescence; stronger effect = higher value; B-score at 10 µM; 0.35% of 310,000 active;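 active = fluorescence ratio B-score, a plate-corrected score, at least three library SD, with initial intensity B-score within 5 SD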
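Doses: Single concentration per compound, DMSO matched to controls | Test system: KCNQ1-transfected CHO-K1 cells | Timing: 90 min dye loading and 20 min compound exposure, both at room temperature | Measured by: Kinetic FluxOR thallium fluorescence, 10-s 1-Hz baseline, 110-s post-stimulus read | Medium: Assay buffer with matched DMSO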
GSK3B inh – blocks human GSK3beta kinase activity | activity score (negative = inhibition), % at 10 µM | P49841 | 0.038% of 300,000 active | GST-GSK3beta kinase, ADP-Glo luminescence, 60 min; stronger effect = lower value;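 active = more than half of replicate wells score below -50%, meaning over 50% inhibition versus plate controls; inconclusive = some replicates but at most half score below -50%; inactive = no replicate scores below -50%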;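 also: 0% = median DMSO wells and -100% = median GW8510 positive control wells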
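Assay system: GST-tagged human GSK3beta kinase, cell-free; Input: 1.6 ng GSK3beta; Medium: Tris/MgCl2 kinase buffer; Timing: 60 min enzyme reaction, room temperature; Signal: ADP-Glo luminescence quantifying ADP generated by kinase; Evaluation: score relative to plate controls; Benchmarks: DMSO neutral wells and GW8510 at 20 µM as positive.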
Dyrk1A ADPGlo – inhibitors of rat Dyrk1A kinase | Q63470 | ADP-Glo luminescence, NFATc1 peptide | inhibition, % at 12.5 µM | 0.43% of 310,000 active; in the data active = inhibition above about 50%;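 also: plate controls were vehicle with enzyme for no effect and no enzyme for full effect; many of its hits are not listed in these tables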
KCNQ1 inh – blocks the human KCNQ1 potassium channel; CHO-K1 KCNQ1, FluxOR thallium flux fluorescence; stronger effect = higher value; B-score at 10 µM; 1.3% of 310,000 active; AID 2642;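 active = compounds whose thallium flux B-score, printed positive for inhibition, exceeds three library SD while starting fluorescence stays within three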;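 also: channel opened by potassium depolarization with thallium stimulus after 20 min compound exposure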
An asterisk follows results filed as active; i = inactive; ? = inconclusive; nt = not tested or not shown.

SMILES	GSK3A inh	HDAC3 inh	PolyA inhibitor	hERG rescue	RGS4 act	KCNK9 block	KCNK3 inh	KCNQ1 pot	GSK3B inh	Dyrk1A ADPGlo	KCNQ1 inh
COc1cc(C(=O)N=c2sc3ccccc3n2C)cc(OC)c1OC	-2	6	i	-11	i	i	i	i	-2	1	i
Cc1ccc(NC(=O)c2cccc(S(=O)(=O)NCc3ccccc3)c2)nc1	0	-17	i	-12	i	i	i	i	1	20	i
CC1=C(C#N)C(=O)OC(C)(C)C1	-1	-1	i	-10	i	i	i	i	-2	-1	i
NC(=O)c1ccsc1NC(=O)Cc1ccc([N+](=O)[O-])cc1	8	-2	nt	-7	i	i	i	i	-1	3	i
O=C(c1cc(-c2ccccn2)nc2ccccc12)N1CCN(c2ncccn2)CC1	-2	8	i	-6	i	i	i	i	2	-1	i
CCN(CC)CCn1c(SCC(=O)Nc2cccc(OC)c2)nc2c(sc3ccccc32)c1=O	-3	2	i	-21	i	-12*	i	i	0	4	i
Cc1ccc2[nH]c3c(N4CCCCCC4)ncnc3c2c1	nt	nt	i	-19	i	i	nt	i	0	nt	i
COc1cccc(NC(=O)c2ccc(-n3cnnn3)cc2)c1	-2	0	i	-2	i	i	i	i	-2	-7	i
COc1ccc(-c2cc(C(F)F)n3ncc(C(=O)Nc4cc(C)on4)c3n2)cc1	10	-7	i	-13	i	i	i	i	0	-4	i
COc1ccc(CCOC(=O)c2ccc(NC(=O)CC#N)cc2)cc1	-1	7	i	-11	i	i	i	i	0	2	i
CC(C)(C)C1CCc2onc(C(=O)Nc3ccc4c(c3)OCO4)c2C1 (configuration not stated)	-2	6	i	-1	i	i	i	i	-27	8	i
CC(C)(C)NC(=O)C(c1ccc(F)cc1)N(CC1CCCO1)C(=O)c1csnn1 (configuration not stated)	0	-4	i	-13	i	i	i	i	-3	12	i
CC(=O)N1N=C(N)SC1(C)C	-1	-2	i	-19	i	i	i	i	2	-6	i
Cc1ccc(NC(=S)N/N=C/c2ccc([N+](=O)[O-])s2)cc1	-2	3	i	-6	i	i	i	i	2	7	i
O=C(CSc1ccc(Cl)cc1)N1CCN(c2ccc([N+](=O)[O-])cc2Cl)CC1	-1	12	i	-9	i	i	i	i	1	1	i
COc1ccc(CCNC(=O)/C=C/c2ccco2)cc1	-3	-3	i	-3	i	i	i	i	nt	1	i
O=C(COc1cccc(Cl)c1)Nc1ccccc1N1CCCCC1	nt	nt	i	-11	i	i	i	i	-8	5	i
CCOc1ccc(NC(=O)CN(C)C(=O)CCCc2c[nH]c3ccccc23)cc1OCC	5	-5	i	-16	i	i	i	i	1	1	i
COc1ccc(COC(=O)c2ccc(Cl)c(S(=O)(=O)N3CCOCC3)c2)cc1F	0	8	i	-5	i	i	i	i	1	1	i
Cc1csc(=O)n1CCC(=O)OCC(=O)c1c(N)n(CC(C)C)c(=O)n(C)c1=O	2	1	i	-21	i	i	i	i	9	-1	i
Cc1ccc(C(=O)/C=C/c2c(C)nn(-c3ccccc3)c2Cl)cc1	nt	nt	i	-7	i	i	i	i	-2	-4	i
N#CC1CN(Cc2ccccc2)CN(Cc2ccccc2)C1	1	1	i	-14	i	i	i	i	0	13	i
CC(C)c1cc(C(=O)N/N=C/c2cccnc2)cs1	-1	5	i	-10	i	i	i	i	-13	7	i
O=C(Nc1cccc(C(=O)N2CCOCC2)c1)NC1CCCCC1	-2	0	i	-6	i	i	i	i	2	-9	i
Cc1cccc(C)c1NC(=O)CNCC(=O)N(C)C	-1	-5	i	-14	i	i	i	i	5	4	i
Clc1ccc(CN2CCSCC2)c(Cl)c1	4	-1	i	0	i	i	i	i	-6	-2	i
COc1ccccc1NS(=O)(=O)c1ccc(OC)c([N+](=O)[O-])c1	1	-3	i	-8	i	i	i	i	-2	-25	i
CCCCn1c2c(c3ccccc31)CCc1nonc1-2	-1	-1	i	-10	i	i	i	i	0	4	i
COc1ccc(Cn2ccnc2SCC(=O)Nc2nnc(C)s2)cc1	-2	-3	i	-8	i	i	i	i	1	1	i
C=CCOC(=O)CCP(=O)(CCC(=O)OCC=C)c1ccccc1	0	7	nt	-3	i	i	i	i	-2	-4	i
CC(C)CN1C(=O)C(=O)N(CC(=O)NC2CCCc3ccccc32)C1=O (configuration not stated)	-1	-5	i	-10	i	i	i	i	1	nt	i
O=C(COc1ccccc1)Nc1ccc(S(=O)(=O)N2CCCCCC2)cc1	0	4	i	-3	i	i	i	i	5	4	i
CCCOC(c1ccccc1)(c1ccc(C(F)(F)F)cc1)C(Oc1nc(C)cc(C)n1)C(=O)O (configuration not stated)	-2	0	nt	-2	i	i	i	i	9	0	i
Cc1cccc(Oc2nc3c(c(=O)n(C)c(=O)n3C)n2C)c1	-1	-4	i	-12	i	i	i	i	0	-5	i
C=C(C)CSc1nnc(-c2cc(OC)c(OC)c(OC)c2)n1N	2	-2	i	-12	i	i	i	i	-2	-2	i
COc1cc(C)nc(OCCNC(=O)COc2ccc(Cl)cc2C)n1	14	-1	i	-9	i	i	i	i	4	-5	i
CNC(=O)NCCN1CCCC1=O	8	-4	i	-7	i	i	i	i	0	6	i
COc1ccc(CNC(=O)c2ccc(N3CCC4(CC3)CC(c3ccc(Cl)cc3)=NO4)c(N)c2)cc1	nt	3	i	-12	i	i	nt	i	-2	nt	i
CCOC(=O)c1oc2ccccc2c1CSc1nnnn1-c1ccc(C)cc1	0	11	i	0	i	i	i	i	0	8	i
COc1ccc(CNCCc2ccc([N+](=O)[O-])cc2)c(OC)c1OC	1	2	i	-10	i	i	i	i	-1	0	i
COc1ccc(-c2nc(Cc3ccc(Cl)cc3)no2)cc1OC	-4	5	i	nt	nt	nt	i	nt	4	-1	nt
Nc1ccc(NC(=O)c2cccc(C(=O)Nc3ccc(N)cc3Cl)c2)c(Cl)c1	-1	-11	i	-9	i	i	i	i	-3	7	i
N#Cc1cc(N)ccc1-n1cccc1	0	1	i	-6	i	i	i	i	-2	9	i
COC(=O)c1ccc(N2OC3(C)C=CC2CC3)cc1 (configuration not stated)	2	-1	i	-5	i	i	i	i	-1	10	i
C=CCn1cc(C(=O)N2CCN(C)CC2)c(=O)c2cc(S(=O)(=O)N3CCCC3)ccc21	-3	-5	i	-7	i	i	i	i	-1	-2	i
O=[N+]([O-])c1ccc(O)c2ncccc12	-4	5	i	2	i	i	i	i	3	0	i
COc1cc(SC)ccc1C(=O)N1CC(C)OC(C)C1 (configuration not stated)	-4	3	i	-7	i	i	i	i	-5	-1	i
Cc1noc(C)c1COc1ccc(C(=O)OCC(=O)NCCN2C(=O)CSC2=O)cc1	-1	7	i	-1	i	i	i	i	1	-6	i
CCC(CC)NC(=O)c1ccc2nc[nH]c2c1	-3	-1	i	-8	i	i	i	i	4	4	i
O=C(C1CC1)N1CCC(c2nc(-c3ccc(S(=O)(=O)N4CCCC4)cc3)no2)CC1	1	5	i	-2	i	i	i	i	2	-4	i

Reformatted: entries from further up.
> COc1cccc(NC(=O)c2ccc(-n3cnnn3)cc2)c1
- GSK3A inh: -2
- HDAC3 inh: 0
- PolyA inhibitor: i
- hERG rescue: -2
- RGS4 act: i
- KCNK9 block: i
- KCNK3 inh: i
- KCNQ1 pot: i
- GSK3B inh: -2
- Dyrk1A ADPGlo: -7
- KCNQ1 inh: i
> COc1ccc(-c2cc(C(F)F)n3ncc(C(=O)Nc4cc(C)on4)c3n2)cc1
- GSK3A inh: 10
- HDAC3 inh: -7
- PolyA inhibitor: i
- hERG rescue: -13
- RGS4 act: i
- KCNK9 block: i
- KCNK3 inh: i
- KCNQ1 pot: i
- GSK3B inh: 0
- Dyrk1A ADPGlo: -4
- KCNQ1 inh: i

Continuation:
SMILES	GSK3A inh	HDAC3 inh	PolyA inhibitor	hERG rescue	RGS4 act	KCNK9 block	KCNK3 inh	KCNQ1 pot	GSK3B inh	Dyrk1A ADPGlo	KCNQ1 inh
O=C(CSc1nnc(-c2ccccc2O)o1)Oc1ccc(Br)cc1	-3	8	i	-12	i	i	i	i	-1	4	i
O=C(O)c1ccccc1NC(=O)c1ccccc1Nc1ccccc1	-3	6	i	-3	i	i	i	i	9	1	i
COc1ccc(CN2CCC(Oc3cc(C(=O)NC4CC4)ccc3OC)CC2)c(O)c1	nt	nt	i	-18	i	i	i	i	-1	-5	i
CS(=O)(=O)N(CC(=O)N1CCCCCC1)c1cccc([N+](=O)[O-])c1	nt	-1	i	-4	i	i	i	i	0	1	i
COc1ccc(OC)c(NC(=O)c2cn(C)c(=O)c3cc(OC)c(OC)cc23)c1	-1	6	i	-14	i	i	i	i	0	3	i
O=C(O)c1ccccc1-c1nc2cc(Cl)ccc2c(=O)n1O	0	?	i	-11	i	i	i	i	1	4	i
O=C1c2ccccc2C(=O)N1CN(C(=O)COc1ccccc1)c1ccccc1	-1	0	i	-9	i	i	i	i	1	3	i
c1ccc(CNc2ncnc3c2ncn3C2CCCCO2)cc1 (configuration not stated)	0	2	i	-8	i	i	i	i	2	nt	i
O=C(O)C1CC=CCC1C(=O)Nc1ccc(N2CCN(Cc3ccccc3)CC2)cc1 (configuration not stated)	-2	0	i	-4	i	i	i	i	-2	-2	i
NS(=O)(=O)c1ccc(NC(=O)c2cccc(Cl)c2)cc1	nt	7	i	-10	i	i	i	i	-1	nt	i
CC(=O)NN1C(=O)c2ccc(Oc3ccc([N+](=O)[O-])cc3)cc2C1=O	1	1	i	-12	i	i	i	i	-2	nt	i
CC(NC(=O)c1ccc(N(C)C)cc1)c1ccc(F)cc1 (configuration not stated)	-3	8	i	-9	i	i	i	i	2	-3	i
CCCC(=O)N1CCN(Cc2nc3cc([N+](=O)[O-])ccc3n2C)CC1	-3	-4	i	-4	i	i	i	i	-1	1	i

Record cards (already shown). Screens in order: GSK3A inh | HDAC3 inh | PolyA inhibitor | hERG rescue | RGS4 act | KCNK9 block | KCNK3 inh | KCNQ1 pot | GSK3B inh | Dyrk1A ADPGlo | KCNQ1 inh
Profile of `O=C(CSc1nnc(-c2ccccc2O)o1)Oc1ccc(Br)cc1` : -3 | 8 | i | -12 | i | i | i | i | -1 | 4 | i
Profile of `COc1ccc(CN2CCC(Oc3cc(C(=O)NC4CC4)ccc3OC)CC2)c(O)c1` : nt | nt | i | -18 | i | i | i | i | -1 | -5 | i

A portion of the library. The share of hits here may be higher or lower than overall.
